Bcl-B displacement = displacers of TR3 peptide from Bcl-B, primary screen, selectivity assay for Bfl-1 inhibitor project, biochemical, fluorescence polarization; FP displacement of FITC-TR3 peptide from Bcl-B; higher % means a stronger effect; displacement, % at 20 µM, or IC50 in µM where a hit was titrated; actives 0.11% (n = 96,000); AID 748;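 active = displacement above 50% at 20 µM plus a fluorescence interference ratio under 1.5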;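 note: plate controls were wells without compound for no effect and wells lacking Bcl-B protein for full effect; a part of the inactive calls stands beside numbers as strong as those of hits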
PLAP inhibition = PLAP enzyme inhibitors, biochemical, luminescence, HTS (AID 690). purified PLAP, luminescent substrate; higher % means a stronger effect. one-dose inhibition, % at 20 µM; IC50 in µM for titrated hits. actives 0.08% (n = 96,000); in the data active = a potency from the dose series; inactive = the rest, 99 in 100 with inhibition below about 30%; note: strong numbers were not always called active
IL1B NFkB inh = blocks IL-1B driven NFkB nuclear translocation in HUVEC cells | HUVEC IL-1B NFkB p65 nuclear translocation imaging | inhibition, % at 2 µM | actives 0.43% (n = 94,000) | AID 796;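 active = inhibition above about 30% together with a positive call from visual inspection of the well image, limit read from the data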;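 note: nuclear over cytoplasmic p65 intensity ratio measured by imaging; 0% = IL-1B stimulated DMSO wells and 100% = unstimulated DMSO wells; values of inactives mirror those of a sister screen read the other way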
MRP reversal = MRP-mediated drug resistance reversal; actives 0.04% (n = 85,000); H69AR cells + 2 uM doxorubicin, CellTiter-Glo, 72 h; differential viability (reversal), % at 10 µM;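 active = viability drop by adding the cancer drug above about 55%, with treated viability meeting a 40% cutoff, limit read from the data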;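 note: viability without doxorubicin minus viability with 2 µM doxorubicin for each compound; larger differential means the compound sensitizes cells more to doxorubicin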
IL1B NFkB pot = enhances IL-1B driven NFkB nuclear translocation; HUVEC IL-1B NFkB p65 nuclear translocation imaging; activation, % at 2 µM; actives 0.3% (n = 94,000);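 active = activation above 40%, about the mean plus 3 SD, also judged a hit on visual image review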;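 note: percent activation is computed from the nuclear over cytoplasmic p65 intensity ratio; values of inactives mirror those of a sister screen read the other way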
MRP reversal cytotoxicity = recorded beside MRP reversal, whose call it bears; viability, %; H69AR cells, CellTiter-Glo, 72 h; measured here: cytotoxicity without doxorubicin
MRP reversal with doxorubicin = further read-out of MRP reversal, marked with its call; viability, %; measured here: viability with 2 uM doxorubicin; hits give low values
IL1B NFkB inh cell count 2 µM = further read-out of IL1B NFkB inh, marked with its call; cell count; measured here: cells passing quality filter;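 raw number of nuclei counted in each imaged well without normalization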
IL1B NFkB pot cell count 2 µM = further read-out of IL1B NFkB pot, marked with its call; cell count; measured here: cells passing quality filter
An asterisk follows results filed as active; . = not tested or not shown. A portion of the library (hit frequency here may not be typical).

SMILES	Bcl-B displacement	PLAP inhibition	IL1B NFkB inh	IL1B NFkB inh cell count 2 µM	MRP reversal	MRP reversal cytotoxicity	MRP reversal with doxorubicin	IL1B NFkB pot	IL1B NFkB pot cell count 2 µM
O=C(COc1ccc([N+](=O)[O-])cc1)N/N=C/c1ccccn1	7.7%	7.1%	-6.4	142	.	.	.	6.4	142
COc1ccccc1-n1c(SCC(=O)NC2CCCC2)nc2cccnc21	-1.5%	15.3%	3.7	129	1.3	93.5	92.2	-3.7	129
CNC(=O)COC(=O)c1cc2c(C)nn(-c3ccc(F)cc3)c2s1	-4.4%	7.2%	0.5	129	2.6	87.5	84.9	-0.5	129
Cc1nc2ccccc2c(=O)n1CCCn1ccnc1	2.6%	5.0%	2.3	136	-4.0	99.0	103.0	-2.3	136
COc1ccc(COC(=O)c2n[nH]c3ccccc23)cc1F	-1.1%	-39.8%	-9.4	140	-3.6	81.6	85.1	9.4	140
O=C1CN(C(=O)COC(=O)c2oc3ccccc3c2COc2ccccc2)c2ccccc2N1	-4.3%	-9.9%	-8.6	191	.	.	.	8.6	191
CCOC(=O)Cn1c(=O)c2c(nc(Br)n2Cc2ccccc2)n(C)c1=O	-4.2%	-24.7%	1.9	119	7.2	93.0	85.8	-1.9	119
CC1(C)CC(=O)c2cc(C(=O)NCc3ccco3)c(=O)n(-c3ccc(Cl)cc3)c2C1	2.2%	-77.3%	-36.3	119	27.8	58.9	31.1	36.3	119
N#Cc1ccc(CSc2nnc(-c3ccccn3)n2-c2ccccc2)cc1	-3.0%	4.1%	-6.2	110	-0.7	67.8	68.5	6.2	110
CCC1CCCCN1C(=O)CSc1nnc(CNC(=O)c2ccco2)o1 (stereo not given)	-5.0%	16.7%	-3.2	161	1.1	98.0	96.9	3.2	161
CCn1c(=O)cc(OCC(=O)N2CCCC2)c2ccccc21	2.4%	6.1%	5.0	159	17.9	94.8	76.9	-5.0	159
CCN(C(=O)Cc1c(C(=O)O)[nH]c2ccccc12)c1cc(OC)ccc1OC	-0.2%	-26.2%	-15.9	118	.	.	.	15.9	118
Clc1ccc(COn2nnc3ccccc32)c(Cl)c1	-2.7%	-0.5%	-10.2	150	-5.8	86.9	92.7	10.2	150
O=C(Nc1ccc(N2CCCC2)cc1)c1cccc(F)c1	-5.0%	20.6%	8.4	143	-20.7	43.1	63.9	-8.4	143
CC(C)CC(=O)Nc1ccccc1-c1nnn(CC(=O)N2CCc3ccccc3C2)n1	-13.0%	-5.1%	-14.6	148	-8.3	43.9	52.2	14.6	148
O=C(CN1CCN(c2ccccn2)CC1)Nc1ccc(Cl)c(C(F)(F)F)c1	-1.9%	1.6%	-10.2	134	8.6	52.8	44.2	10.2	134
Cc1ccc2c(c1)N(CC(=O)N(Cc1ccccn1)Cc1ccco1)C(=O)C(C(C)C)O2 (stereo not given)	.	.	18.0	76	-5.3	35.0	40.4	-18.0	76
COC(=O)C1C(c2ccccc2)C(C(=O)OCc2ccco2)C1c1ccccc1 (stereo not given)	.	.	-3.8	123	6.5	63.5	56.9	3.8	123
Cc1cc(=O)[nH]c(SCn2nnc3ccccc3c2=O)n1	12.8%	-6.1%	.	.	3.4	95.3	91.9	.	.
CCS(=O)(=O)N1CCC(C(=O)N2CCOCC2)CC1	-7.4%	0.8%	-24.6	159	-15.6	82.7	98.3	24.6	159
O=C(CSc1nc2ccccc2s1)NC1CCS(=O)(=O)C1 (stereo not given)	-0.1%	8.5%	-39.5	155	.	.	.	39.5	155
CCCn1c2c(c(O)c(C(=O)Nc3ncccc3C)c1=O)CCCC2	11.4%	-24.8%	11.7	125	-1.6	80.2	81.9	-11.7	125
CCOC(=O)c1cc2n(c1C)-c1ccccc1C2=O	-10.3%	7.0%	11.0	120	3.4	90.2	86.8	-11.0	120
CS(=O)(=O)N(Cc1ccccc1)c1ccc(C(=O)NCC2CCCO2)cc1 (stereo not given)	-7.3%	-26.0%	-0.5	169	6.0	92.0	86.0	0.5	169
CCCC1(C(=O)OCC)NC(c2ccc(N(C)C)cc2)C2C(=O)N(c3ccc(OCC)cc3)C(=O)C21 (stereo not given)	1.5%	-87.2%	-8.6	146	1.0	89.6	88.6	8.6	146
O=c1cccc(-c2ccccc2)[nH]1	3.2%	-2.4%	2.4	77	9.9	95.8	85.8	-2.4	77
CCCn1c(SCC(=O)N2c3ccccc3Sc3ccccc32)nc2c1c(=O)n(C)c(=O)n2C	-2.8%	-30.7%	-16.3	82	.	.	.	16.3	82
CCn1cc(C2=NOC(C(=O)Nc3cc(OC)c(Cl)cc3OC)C2)c(C)n1 (stereo not given)	-1.0%	-5.0%	2.1	138	-6.5	101.1	107.6	-2.1	138
Cc1nc(NC(=O)C2CC2)sc1C(=O)N1CCCCC1	-4.3%	-4.1%	-0.3	159	-10.4	84.8	95.2	0.3	159
COC(=O)c1ccc(CSc2nnnn2-c2ccc(C)cc2C)o1	-12.5%	-56.6%	-2.2	186	15.5	68.7	53.2	2.2	186

Three records drawn at random from the list so far, as already listed:
SMILES	Bcl-B displacement	PLAP inhibition	IL1B NFkB inh	IL1B NFkB inh cell count 2 µM	MRP reversal	MRP reversal cytotoxicity	MRP reversal with doxorubicin	IL1B NFkB pot	IL1B NFkB pot cell count 2 µM
Cc1nc(NC(=O)C2CC2)sc1C(=O)N1CCCCC1	-4.3%	-4.1%	-0.3	159	-10.4	84.8	95.2	0.3	159
CS(=O)(=O)N(Cc1ccccc1)c1ccc(C(=O)NCC2CCCO2)cc1 (stereo not given)	-7.3%	-26.0%	-0.5	169	6.0	92.0	86.0	0.5	169
CCCn1c(SCC(=O)N2c3ccccc3Sc3ccccc32)nc2c1c(=O)n(C)c(=O)n2C	-2.8%	-30.7%	-16.3	82	.	.	.	16.3	82

The listing continues:
SMILES	Bcl-B displacement	PLAP inhibition	IL1B NFkB inh	IL1B NFkB inh cell count 2 µM	MRP reversal	MRP reversal cytotoxicity	MRP reversal with doxorubicin	IL1B NFkB pot	IL1B NFkB pot cell count 2 µM
COc1ccc(/C=N/NC(=O)C(=O)NCc2cccnc2)cc1OC	14.8%	-20.9%	-3.0	56	.	.	.	3.0	56
COc1ccc(OC)c(C(c2nnnn2C2CCCC2)N2CCc3ccccc3C2)c1 (stereo not given)	-1.3%	-32.5%	1.5	187	-10.5	49.3	59.9	-1.5	187
Nc1cc(N)nc(SCc2cc(=O)oc3cc4c(cc23)CCC4)n1	-23.0%	8.9%	6.9	72	-5.9	73.2	79.1	-6.9	72
O=C(Nc1ccccc1Cl)c1cccc(NC(=O)C2C3CC4OC(=O)C2C4C3)c1 (stereo not given)	1.3%	31.7%	-25.0	77	25.5	102.2	76.7	25.0	77
Cc1cc2nnc(SCC(=O)N3CCN(c4ccccc4)CC3)n2c(N)n1	-4.7%	3.2%	-7.5	150	-1.5	64.4	65.8	7.5	150
COc1ccc(-c2nnc(SCC(=O)N3c4ccccc4Sc4ccccc43)o2)cc1	.	.	7.6	117	-1.7	81.3	83.0	-7.6	117
c1nc(N2CCOCC2)c2c3c(sc2n1)CCCC3	-9.7%	-8.6%	0.6	148	-17.9	65.6	83.5	-0.6	148
COc1cc(CNC(C)(C)CO)ccc1OCC(=O)Nc1ccc(Br)cc1	10.5%	-32.4%	-2.7	165	5.7	89.8	84.1	2.7	165
COc1ccc(NC(=O)C2CCCN2S(=O)(=O)c2cccc3cccnc23)c(OC)c1 (stereo not given)	2.9%	-36.1%	-74.7	61	-6.0	100.7	106.8	74.7*	61*
CCOC(=O)C1Cc2ccccc2C(=O)O1 (stereo not given)	-9.3%	16.6%	-2.0	130	-1.4	99.3	100.7	2.0	130

Laid out differently: results already given.
Every second line gives: Bcl-B displacement, PLAP inhibition, IL1B NFkB inh, IL1B NFkB inh cell count 2 µM, MRP reversal, MRP reversal cytotoxicity, MRP reversal with doxorubicin, IL1B NFkB pot, IL1B NFkB pot cell count 2 µM
COc1cc(CNC(C)(C)CO)ccc1OCC(=O)Nc1ccc(Br)cc1
  10.5%, -32.4%, -2.7, 165, 5.7, 89.8, 84.1, 2.7, 165
CCOC(=O)C1Cc2ccccc2C(=O)O1 (stereo not given)
  -9.3%, 16.6%, -2.0, 130, -1.4, 99.3, 100.7, 2.0, 130

New compounds follow
SMILES	Bcl-B displacement	PLAP inhibition	IL1B NFkB inh	IL1B NFkB inh cell count 2 µM	MRP reversal	MRP reversal cytotoxicity	MRP reversal with doxorubicin	IL1B NFkB pot	IL1B NFkB pot cell count 2 µM
Cc1nc(S(=O)(=O)NC2CCCCC2)c(C#N)c(C)c1Cl	-5.2%	21.2%	-20.2	155	-11.1	64.5	75.5	20.2	155
Cc1cc(C)c2cc(C#N)c(N3CCCN(S(=O)(=O)c4ccccc4)CC3)nc2c1	.	.	0.0	104	2.0	75.0	73.0	0.0	104
Cn1ccnc1SCC(=O)NC12CC3CC(CC(C3)C1)C2	-1.5%	12.2%	-12.1	128	-3.4	93.8	97.3	12.1	128
CN1CCc2[nH]c3ccc(C(=O)NN)cc3c2C1	-0.1%	-0.5%	3.0	192	8.2	94.0	85.8	-3.0	192
N#Cc1nc(-c2ccco2)oc1NCc1cccnc1	-1.8%	-6.1%	29.3	93	2.6	81.4	78.8	-29.3	93
COC(=O)c1ccc(COC(=O)C23CC4CC(CC(O)(C4)C2)C3)o1	6.1%	-46.7%	1.2	183	12.6	97.8	85.2	-1.2	183
COc1ccc(C)cc1NC(=O)CSc1nnc(COc2ccc(Cl)cc2)n1Cc1ccco1	4.3%	4.1%	-15.9	137	0.7	52.0	51.3	15.9	137
O=S(=O)(Nc1cc(Cl)ccc1N1CCCCC1)c1cccs1	-83.3%	-12.4%	-31.6	144	8.9	86.0	77.0	31.6	144
CCOC(=O)CNC(=O)CNC(=O)Cn1ccc2ccccc2c1=O	-5.0%	-21.0%	6.6	187	-8.1	100.3	108.4	-6.6	187
CCCCNC(=O)C1CCN(C/C(C)=C/c2ccccc2)CC1	-2.4%	-39.2%	2.0	152	1.6	95.0	93.4	-2.0	152
COc1ccc(-c2nnn(CC(=O)N(CC(=O)NC3CCCC3)Cc3cccs3)n2)cc1OC	0.2%	-53.9%	-31.5	196	11.8	82.8	70.9	31.5	196
COc1ccc2c(c1)CCc1c(C(=O)Nc3cc(C)n(Cc4ccc(Cl)cc4)n3)noc1-2	-11.1%	15.2%	.	.	-15.2	5.3	20.4	.	.
COc1cc(C(=O)N2c3ccccc3CC2C)cc(OC)c1OC (stereo not given)	-2.3%	-65.2%	-4.8	157	-32.9	38.2	71.2	4.8	157
COc1ccc(OC)c(C(O)c2coc3ccc(O)c(CN(C)C)c23)c1 (stereo not given)	-0.9%	-22.3%	-28.2	65	-1.9	94.3	96.2	28.2	65
Cc1ncsc1C(=O)NCc1ccc(N2CCCC2=O)cc1	8.8%	12.4%	12.5	113	7.3	96.0	88.7	-12.5	113
O=C(NCc1cccnc1)C1c2ccccc2C(=O)N1C1CCCC1 (stereo not given)	-5.4%	4.3%	.	.	-10.1	89.7	99.7	.	.
CCOc1ccc(NC(=O)CSc2nnc(Cc3cccn3C)n2-c2ccc(OC)cc2)cc1	-0.9%	-39.2%	-8.4	159	-23.8	45.2	69.0	8.4	159
CCOC(=O)C1CSC(CC(=O)Nc2ccc(Cl)c(Cl)c2)C(=O)N1 (stereo not given)	-5.0%	-18.4%	-3.1	39	-0.1	96.1	96.1	3.1	39
Clc1ccccc1-c1nnc2sc(-c3cccs3)nn12	-14.1%	-24.0%	.	.	0.5	90.4	89.9	.	.
COC(=O)c1[nH]c2ccccc2c1NC(=O)CN1CCN(Cc2ccc3c(c2)OCO3)CC1	-12.5%	-52.5%	12.5	86	-5.7	51.7	57.4	-12.5	86

In another format: results already given
SMILES | Bcl-B displacement | PLAP inhibition | IL1B NFkB inh | IL1B NFkB inh cell count 2 µM | MRP reversal | MRP reversal cytotoxicity | MRP reversal with doxorubicin | IL1B NFkB pot | IL1B NFkB pot cell count 2 µM
COc1ccc(OC)c(C(O)c2coc3ccc(O)c(CN(C)C)c23)c1 (stereo not given) | -0.9% | -22.3% | -28.2 | 65 | -1.9 | 94.3 | 96.2 | 28.2 | 65
Cc1ncsc1C(=O)NCc1ccc(N2CCCC2=O)cc1 | 8.8% | 12.4% | 12.5 | 113 | 7.3 | 96.0 | 88.7 | -12.5 | 113
O=C(NCc1cccnc1)C1c2ccccc2C(=O)N1C1CCCC1 (stereo not given) | -5.4% | 4.3% | . | . | -10.1 | 89.7 | 99.7 | . | .

High-throughput results: PubChem BioAssay, several laboratories
